Screens (PubChem)
NPY-Y1 PAM-ag = human NPY-Y1 potentiation or agonism, primary screen; hit rate 0.37% among 220,000; activation, % at 3.6 µM; NPY-Y1 expressing cells, potentiator/agonist activation; P25929; in the data active means activation above about 33%, passing the limit was not always enough;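 further: cells stimulated with NPY at EC10 then isoproterenol at EC100; 0% = low agonist plus stimulus and 100% = saturating agonist plus stimulus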
RBBP9 inh = blocks human serine hydrolase RBBP9; AID 1515; inhibition, % at 7.94 µM; recombinant RBBP9, FP-Rh probe fluorescence polarization; hit rate 0.2% among 220,000;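 active means inhibition above the campaign mean of all tested compounds plus 3 SD, cut at about 14% in these data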;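 further: plate controls were DMSO wells with RBBP9 for no effect and wells lacking RBBP9 protein for full effect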
Target sequence (O75884 whole entry, looked up): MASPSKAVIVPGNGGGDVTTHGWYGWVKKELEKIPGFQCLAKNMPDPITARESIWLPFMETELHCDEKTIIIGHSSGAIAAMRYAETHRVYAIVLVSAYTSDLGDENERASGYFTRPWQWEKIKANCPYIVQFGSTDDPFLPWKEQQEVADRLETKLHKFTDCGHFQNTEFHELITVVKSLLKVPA
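Material: RBBP9 protein. Amount: RBBP9 at 2.5 µM in dispensed solution, before mixing. Schedule: 30 min then 45 min, 25 °C. Medium: Tris buffer pH 8.0, NaCl, Pluronic. Measured by: fluorescence polarization. Measure: percent inhibition from mP, scaled between DMSO and no-protein wells. Replication: one well per compound.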
NPY2 pot ag = human NPY-Y2 potentiation or agonism, primary screen; hit rate 0.45% among 220,000; AID 1359; P49146; cells expressing NPY-Y2, potentiator/agonist read-out; activation, % at 3.6 µM; in the data active means activation above about 27%;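 further: cells stimulated with NPY near EC25 plus isoproterenol at EC100; 0% = vehicle plus submaximal agonist and 100% = vehicle plus saturating agonist; some results beyond the cut were filed as inactive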
Target sequence (P49146 whole entry, looked up): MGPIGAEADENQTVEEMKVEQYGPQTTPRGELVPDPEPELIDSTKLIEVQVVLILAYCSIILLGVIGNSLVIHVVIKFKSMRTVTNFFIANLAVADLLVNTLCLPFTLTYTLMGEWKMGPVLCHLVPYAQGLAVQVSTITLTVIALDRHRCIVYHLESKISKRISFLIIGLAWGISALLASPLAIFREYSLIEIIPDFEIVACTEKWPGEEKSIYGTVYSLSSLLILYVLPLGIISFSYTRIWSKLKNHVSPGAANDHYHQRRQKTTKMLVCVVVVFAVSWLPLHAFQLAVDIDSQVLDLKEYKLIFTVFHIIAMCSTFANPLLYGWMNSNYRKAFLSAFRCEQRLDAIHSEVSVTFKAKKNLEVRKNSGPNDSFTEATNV
Runt-CBFb FRET = Runt domain-CBFb interaction inhibition; Q01196+Q13951; Cerulean-Runt/Venus-CBFb FRET ratio 530/480, 1 h; inhibition, % at 20 µM; hit rate 0.46% among 220,000; AID 1496;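 active means inhibition over about 50% at 20 µM in the single-dose screen, limit read from the data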;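 further: 0% = DMSO wells and 100% = excess unlabeled CBFb competitor control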
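Measured by: fluorescence energy transfer, 422 nm excitation, 530/480 nm emission; Assay system: Cerulean-Runt domain; Medium: Tris pH 7.5 buffer with BSA; Measure: loss of energy transfer signal; Controls: 5 µM unlabeled CBFb as full-inhibition high control; Incubation: protein complex preformed 1 h, compound exposure 1 h, room temperature, dark.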
Ba/F3 V617F tox = loss of viability in JAK2V617F-driven Ba/F3 cells. inhibition, % at 5.6 µM. hit rate 1.1% among 220,000. Ba/F3 EpoR-JAK2V617F viability, ATP luminescence;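 active means inhibition above the campaign mean plus 3 SD over all tested compounds, cut at about 24% in these data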;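 further: cytokine-independent growth of Ba/F3 cells driven by EpoR plus mutant JAK2; 0% = DMSO-treated cells and 100% = JAK inhibitor I control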
BaF3 tox = reduces parental Ba/F3 cell viability, JAK2V617F counter-screen | AID 1486 | inhibition, % at 5.6 µM | hit rate 1.1% among 220,000 | CellTiter-Glo ATP luminescence;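 active means inhibition above a per-campaign cutoff, the mean inhibition of all tested compounds plus 3 SD, cut at about 27% in these data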;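 further: 0% = DMSO wells and 100% = JAK Inhibitor I control wells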
NPY Y1 blocker = antagonists of human neuropeptide Y receptor Y1. P25929. HEK293-CNG Y1 cells, membrane potential fluorescence; NPY at EC95, then isoproterenol. inhibition, % at 3.6 µM. hit rate 1% among 200,000;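 active means inhibition above the campaign mean inhibition of all tested compounds plus 3 SD, cut at about 20% in these data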;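 further: 0% = DMSO wells given NPY plus isoproterenol and 100% = isoproterenol alone without NPY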
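Assay system: HEK293 Y1/CNG channel cell line; Doses: single compound dose of 3.6 µM, 0.4% DMSO; Timing: dye 3 h, compound 60 min room temperature, stimulation 45 min; Technique: Membrane-potential fluorescent dye readout; Measure: % inhibition of NPY effect.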
S1P4 ag = agonists of human S1P4 receptor; O95977; S1P4-expressing cell line, agonist reporter assay; activation, % at 4.98 µM; hit rate 0.35% among 220,000; AID 1509; in the data active means activation above about 11%;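 further: 0% = DMSO vehicle and 100% = reference agonist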
Target sequence (O95977 whole entry, looked up): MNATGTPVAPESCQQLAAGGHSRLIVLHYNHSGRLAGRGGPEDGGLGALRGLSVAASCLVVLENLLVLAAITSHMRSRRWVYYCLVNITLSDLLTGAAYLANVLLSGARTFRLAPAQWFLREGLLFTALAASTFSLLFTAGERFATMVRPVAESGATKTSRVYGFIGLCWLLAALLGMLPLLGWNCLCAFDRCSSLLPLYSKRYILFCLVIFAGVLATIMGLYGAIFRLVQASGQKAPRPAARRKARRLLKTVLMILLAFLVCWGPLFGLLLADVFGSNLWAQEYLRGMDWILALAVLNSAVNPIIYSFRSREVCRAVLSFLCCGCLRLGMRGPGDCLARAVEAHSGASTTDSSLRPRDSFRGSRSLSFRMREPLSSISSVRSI
S1P4 antagonist = blocks the human S1P4 receptor; S1P4-expressing cells, antagonist mode, reporter read-out; inhibition, % at 4.98 µM; O95977; AID 1510; hit rate 0.26% among 220,000; in the data active means inhibition above about 29%;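 further: 0% = wells stimulated with agonist and 100% = vehicle wells without agonist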
Starred values were filed as active, the others as inactive.

Screening Cc1nc(Cl)sc1C(=O)Nc1cccc2ccccc12 returned NPY-Y1 PAM-ag -7, RBBP9 inh -6, NPY2 pot ag -12, Runt-CBFb FRET 1, Ba/F3 V617F tox 2, BaF3 tox 8, NPY Y1 blocker 1, S1P4 ag 0.5 and S1P4 antagonist -2.
`Cc1ccc(-c2nnn(CC(=O)N(Cc3ccccc3F)C(C(=O)NC3CCCC3)c3ccncc3)n2)o1` (centres undefined) gave NPY-Y1 PAM-ag 1, RBBP9 inh -4, NPY2 pot ag 7, Runt-CBFb FRET -4, Ba/F3 V617F tox -4, BaF3 tox 4, NPY Y1 blocker 5, S1P4 ag -0.4 and S1P4 antagonist 8.
Screening O=C(NCCc1c[nH]c2ccccc12)c1ccc(-n2cnnn2)cc1 returned NPY-Y1 PAM-ag 4, RBBP9 inh 5, NPY2 pot ag 7, Runt-CBFb FRET -3, Ba/F3 V617F tox 0, BaF3 tox 7, NPY Y1 blocker -12, S1P4 ag 1.6 and S1P4 antagonist -9.
For COC(=O)[C@H](C)NC(=O)Nc1cccc(C(F)(F)F)c1 the results were NPY-Y1 PAM-ag 6, RBBP9 inh 3, NPY2 pot ag 0, Runt-CBFb FRET 2, Ba/F3 V617F tox -2, BaF3 tox 0, NPY Y1 blocker 2, S1P4 ag 1.0 and S1P4 antagonist -15.
Screening COCCCNC(=O)COC(=O)c1ccc(-c2nc3ccccc3s2)s1 returned NPY-Y1 PAM-ag -21, RBBP9 inh -7, NPY2 pot ag -11, Runt-CBFb FRET -2, Ba/F3 V617F tox 15, BaF3 tox 7, NPY Y1 blocker 0, S1P4 ag -0.7 and S1P4 antagonist 0.
COCCCNC(=O)c1cccc(OC)c1OC was read as NPY-Y1 PAM-ag 6, RBBP9 inh -1, NPY2 pot ag 13, Runt-CBFb FRET 2, Ba/F3 V617F tox 4, BaF3 tox 8, NPY Y1 blocker 3, S1P4 ag -0.8 and S1P4 antagonist -11.
For O=C1CC(C(=O)Nc2ccccc2)S/C(=N\NC(=O)c2ccccc2Cl)N1 (centres undefined) the results were NPY-Y1 PAM-ag -3, RBBP9 inh -8, NPY2 pot ag -10, Ba/F3 V617F tox -1, BaF3 tox 0, NPY Y1 blocker -1, S1P4 ag 1.9 and S1P4 antagonist 12.
Screening COc1ccc(NC(=O)c2c(NC(=O)CNCC(C)C)sc3c2CCC3)c(OC)c1 returned NPY-Y1 PAM-ag -6, RBBP9 inh 1, NPY2 pot ag -25, Runt-CBFb FRET 0, Ba/F3 V617F tox 1, BaF3 tox 4, NPY Y1 blocker 1, S1P4 ag 0.4 and S1P4 antagonist -6.
For CCOC(=O)c1c(C)c(C(=O)Nc2ccc3c(c2)OCO3)c(C)n1C the results were NPY-Y1 PAM-ag 5, RBBP9 inh -1, NPY2 pot ag -4, Runt-CBFb FRET -3, Ba/F3 V617F tox -4, BaF3 tox 8, NPY Y1 blocker 6, S1P4 ag 0.1 and S1P4 antagonist -6.
`CN(C)C(CNc1ccc([N+](=O)[O-])cc1C#N)c1ccccc1` (centres undefined) gave NPY-Y1 PAM-ag 1, RBBP9 inh 4, NPY2 pot ag -9, Runt-CBFb FRET 0, Ba/F3 V617F tox 1, BaF3 tox 7, NPY Y1 blocker 1, S1P4 ag 2.1 and S1P4 antagonist 7.
CCOC(=O)C1(Cc2cccc(OC)c2)CCN(Cc2cccn2-c2ccccn2)CC1 was read as NPY-Y1 PAM-ag -30, RBBP9 inh 1, NPY2 pot ag -30, Runt-CBFb FRET -1, Ba/F3 V617F tox 4, BaF3 tox 3, NPY Y1 blocker 29*, S1P4 ag 1.1 and S1P4 antagonist 5.
Screening CCOC(=O)c1ccccc1NC(=O)CN1C(=O)c2ccccc2S1(=O)=O returned NPY-Y1 PAM-ag 5, RBBP9 inh -12, NPY2 pot ag 8, Runt-CBFb FRET 0, Ba/F3 V617F tox 0, BaF3 tox -1, NPY Y1 blocker 0, S1P4 ag 1.7 and S1P4 antagonist -10.
O=C(NCC1CCCO1)c1onc(CSc2ccccc2F)c1C(=O)O (centres undefined) was read as NPY-Y1 PAM-ag -2, RBBP9 inh -10, NPY2 pot ag -2, Runt-CBFb FRET -1, Ba/F3 V617F tox 2, BaF3 tox 3, NPY Y1 blocker 5, S1P4 ag -0.9 and S1P4 antagonist 12.
Screening COc1cccc(NC(=O)c2cccs2)c1 returned NPY-Y1 PAM-ag -3, RBBP9 inh -3, NPY2 pot ag 12, Runt-CBFb FRET -3, Ba/F3 V617F tox -5, BaF3 tox 0, NPY Y1 blocker -1, S1P4 ag -1.2 and S1P4 antagonist -8.
Screening NC(=O)C1(N2CCCCC2)CCN(C2CC(=O)N(Cc3ccc(N4CCCC4=O)cc3)C2=O)CC1 (centres undefined) returned NPY-Y1 PAM-ag 13, RBBP9 inh -5, NPY2 pot ag 4, Runt-CBFb FRET 1, Ba/F3 V617F tox -2, BaF3 tox 2, NPY Y1 blocker 1, S1P4 ag 2.5 and S1P4 antagonist -43.
Cc1cc(C(F)(F)F)nn1CC(=O)NNC(=S)Nc1ccc(Cl)cc1 was read as NPY-Y1 PAM-ag 5, RBBP9 inh -9, NPY2 pot ag 18, Runt-CBFb FRET 2, Ba/F3 V617F tox 1, BaF3 tox 6, NPY Y1 blocker 0, S1P4 ag 0.3 and S1P4 antagonist -4.
Screening O=C(NCCCCc1ccccc1)C12CN(Cc3ccccc3)CC1C(c1ccc([N+](=O)[O-])cc1)=NO2 (centres undefined) returned NPY-Y1 PAM-ag 5, RBBP9 inh -3, NPY2 pot ag 1, Runt-CBFb FRET 19, Ba/F3 V617F tox -2, BaF3 tox 1, NPY Y1 blocker 9, S1P4 ag -0.3 and S1P4 antagonist -4.
`COc1ccc(C(=O)N2CCN(C(=O)c3ccncc3)CC2)cc1` gave NPY-Y1 PAM-ag -21, RBBP9 inh -8, NPY2 pot ag -5, Runt-CBFb FRET 1, Ba/F3 V617F tox 2, BaF3 tox 2, NPY Y1 blocker 1, S1P4 ag -1.5 and S1P4 antagonist 14.
For COc1cc2c(cc1OC)C1=C(C#N)CN(C3CCCCC3)CN1CC2 the results were NPY-Y1 PAM-ag -9, RBBP9 inh -5, NPY2 pot ag -5, Runt-CBFb FRET 2, Ba/F3 V617F tox 3, BaF3 tox 6, NPY Y1 blocker 7, S1P4 ag -0.3 and S1P4 antagonist -19.
`Cc1cccc(C)c1OCC(=O)N/N=C/c1ccncc1` gave NPY-Y1 PAM-ag 8, RBBP9 inh -3, NPY2 pot ag 14, Runt-CBFb FRET 1, Ba/F3 V617F tox -3, BaF3 tox 3, NPY Y1 blocker -4, S1P4 ag 2.4 and S1P4 antagonist -19.
`Cn1c(C(=O)OC(C(=O)NC2CCCCC2)c2ccccn2)cc2sccc21` (centres undefined) gave NPY-Y1 PAM-ag -10, RBBP9 inh -5, NPY2 pot ag -20, Runt-CBFb FRET 0, Ba/F3 V617F tox -1, BaF3 tox -1, NPY Y1 blocker 6, S1P4 ag -0.3 and S1P4 antagonist -9.
COc1ccc(NC(=O)C/C(C)=N/NC(=O)C(=O)Nc2cccc(Cl)c2C)c(OC)c1 was read as NPY-Y1 PAM-ag 3, RBBP9 inh -2, NPY2 pot ag -9, Runt-CBFb FRET -6, Ba/F3 V617F tox -2, BaF3 tox -5, NPY Y1 blocker 2, S1P4 ag -0.3 and S1P4 antagonist -10.
Screening COc1ccc(-c2nnn(Cc3ccccc3F)n2)cc1 returned NPY-Y1 PAM-ag -12, RBBP9 inh -1, NPY2 pot ag 1, Runt-CBFb FRET -2, Ba/F3 V617F tox -5, BaF3 tox 2, NPY Y1 blocker -2, S1P4 ag 1.0 and S1P4 antagonist -27.
CCOC(=O)N/N=C(\C)c1ccc(Br)cc1 was read as NPY-Y1 PAM-ag 3, RBBP9 inh -11, NPY2 pot ag 7, Runt-CBFb FRET 0, Ba/F3 V617F tox -1, BaF3 tox 5, NPY Y1 blocker 15, S1P4 ag -0.5 and S1P4 antagonist 14.
`COc1ccc2c(c1)c1ncn(CCN3CCCCC3)c(=O)c1n2C` gave NPY-Y1 PAM-ag 1, RBBP9 inh 13, NPY2 pot ag -4, Runt-CBFb FRET 1, Ba/F3 V617F tox -3, BaF3 tox 1, NPY Y1 blocker 5, S1P4 ag 0.3 and S1P4 antagonist 13.
O=C(NN=C1CCCCC1)c1cc(-c2ccccc2)n[nH]1 was read as NPY-Y1 PAM-ag -23, RBBP9 inh -1, NPY2 pot ag -3, Runt-CBFb FRET 0, Ba/F3 V617F tox -2, BaF3 tox 9, NPY Y1 blocker 2, S1P4 ag -0.4 and S1P4 antagonist -19.
For CCCN1Cc2cccc(C(=O)Nc3ccc(CC)cc3)c2C1=O the results were NPY-Y1 PAM-ag 11, RBBP9 inh -5, NPY2 pot ag 10, Runt-CBFb FRET -4, Ba/F3 V617F tox -4, BaF3 tox 4, NPY Y1 blocker 11, S1P4 ag -5.5 and S1P4 antagonist -2.
Screening Cc1ccc(NC(=O)OCc2cncs2)cc1 returned NPY-Y1 PAM-ag -2, RBBP9 inh -3, NPY2 pot ag -4, Runt-CBFb FRET 2, Ba/F3 V617F tox 4, BaF3 tox 8, NPY Y1 blocker 1, S1P4 ag 1.0 and S1P4 antagonist 7.
COc1cccc(NC(=O)C23CCC(C)(C(=O)O2)C3(C)C)c1 (centres undefined) was read as NPY-Y1 PAM-ag 0, RBBP9 inh 3, NPY2 pot ag 6, Runt-CBFb FRET 1, Ba/F3 V617F tox 1, BaF3 tox 6, NPY Y1 blocker -1, S1P4 ag 0.8 and S1P4 antagonist -25.
Screening Cc1cc[n+](-c2[nH]c(=O)sc2/C=N/NC([S-])=Nc2ccccc2)cc1 returned NPY-Y1 PAM-ag -9, RBBP9 inh 5, NPY2 pot ag -3, Runt-CBFb FRET 2, Ba/F3 V617F tox 1, BaF3 tox 5, NPY Y1 blocker -1, S1P4 ag 1.1 and S1P4 antagonist 7.
For CCN(CC)Cc1c(O)ccc2c([N+](=O)[O-])c(C)n(-c3ccc(OC)cc3)c12 the results were NPY-Y1 PAM-ag -18, RBBP9 inh -6, NPY2 pot ag 3, Runt-CBFb FRET -6, Ba/F3 V617F tox -2, BaF3 tox -2, NPY Y1 blocker 1, S1P4 ag 2.6 and S1P4 antagonist -14.

Ordered by SMILES length (rising): part of the list above.
CCOC(=O)N/N=C(\C)c1ccc(Br)cc1 was read as NPY-Y1 PAM-ag 3, RBBP9 inh -11, NPY2 pot ag 7, Runt-CBFb FRET 0, Ba/F3 V617F tox -1, BaF3 tox 5, NPY Y1 blocker 15, S1P4 ag -0.5 and S1P4 antagonist 14.
COc1cccc(NC(=O)C23CCC(C)(C(=O)O2)C3(C)C)c1 (centres undefined) was read as NPY-Y1 PAM-ag 0, RBBP9 inh 3, NPY2 pot ag 6, Runt-CBFb FRET 1, Ba/F3 V617F tox 1, BaF3 tox 6, NPY Y1 blocker -1, S1P4 ag 0.8 and S1P4 antagonist -25.
For CCN(CC)Cc1c(O)ccc2c([N+](=O)[O-])c(C)n(-c3ccc(OC)cc3)c12 the results were NPY-Y1 PAM-ag -18, RBBP9 inh -6, NPY2 pot ag 3, Runt-CBFb FRET -6, Ba/F3 V617F tox -2, BaF3 tox -2, NPY Y1 blocker 1, S1P4 ag 2.6 and S1P4 antagonist -14.
